RBX1-CUL1 inh: inhibitors of human ROC1-CUL1 ubiquitin ligase activity | in vitro K48 di-Ub FRET, acceptor:donor ratio, 45 min | E3 ubiquitin-protein ligase RBX1 (Homo sapiens) + Cullin-1 (Homo sapiens), P62877+Q13616 | 140,000 tested, 0.6% active | inhibition, % at 10 µM; in the data active = inhibition above about 25%
Target sequence (P62877 whole entry, looked up): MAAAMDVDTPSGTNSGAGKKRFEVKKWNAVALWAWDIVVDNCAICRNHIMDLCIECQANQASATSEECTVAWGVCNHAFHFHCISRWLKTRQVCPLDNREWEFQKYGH
Target sequence (Q13616 whole entry, looked up): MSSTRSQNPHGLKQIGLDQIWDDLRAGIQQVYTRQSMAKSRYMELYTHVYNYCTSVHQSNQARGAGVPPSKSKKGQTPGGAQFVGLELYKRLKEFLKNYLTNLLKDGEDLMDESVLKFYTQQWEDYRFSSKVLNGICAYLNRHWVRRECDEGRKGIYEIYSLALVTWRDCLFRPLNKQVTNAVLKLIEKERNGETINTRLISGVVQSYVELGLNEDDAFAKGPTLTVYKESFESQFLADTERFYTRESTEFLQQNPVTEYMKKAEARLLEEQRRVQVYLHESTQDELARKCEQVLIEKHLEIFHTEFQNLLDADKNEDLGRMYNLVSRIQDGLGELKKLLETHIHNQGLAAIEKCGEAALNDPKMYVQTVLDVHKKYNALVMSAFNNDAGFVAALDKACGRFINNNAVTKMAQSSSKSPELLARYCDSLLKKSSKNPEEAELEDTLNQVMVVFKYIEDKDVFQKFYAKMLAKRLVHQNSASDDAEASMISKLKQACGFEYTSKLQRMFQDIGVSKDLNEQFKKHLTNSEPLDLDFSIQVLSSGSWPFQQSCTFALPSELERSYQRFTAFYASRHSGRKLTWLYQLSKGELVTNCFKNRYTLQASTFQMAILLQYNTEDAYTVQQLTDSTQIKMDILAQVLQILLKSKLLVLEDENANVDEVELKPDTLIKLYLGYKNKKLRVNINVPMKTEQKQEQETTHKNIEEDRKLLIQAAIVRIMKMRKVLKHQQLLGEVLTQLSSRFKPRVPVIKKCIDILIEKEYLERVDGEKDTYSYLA
The depositor's hits bear a star. Not all compounds are listed; count on the stated rates, not on these rows.

RBX1-CUL1 inh,molecule
-3,COc1ccc(C2CC(=O)n3cnnc3S2)cc1 (configuration not stated)
-10,O=C(NNC(=S)Nc1ccc(F)cc1)c1cc2ccccc2cc1O
8,CC(=O)Oc1ccc(C2[C@H](C(=O)C34CC5CC(CC(C5)C3)C4)C2(C#N)C#N)cc1 (some centres not stated)
-5,O=C(NC(NC(=S)Nc1ccc(Cl)cc1)C(Cl)(Cl)Cl)C(c1ccccc1)c1ccccc1 (configuration not stated)
5,COCc1ccc(C(=O)Nc2ccc(-c3nc(CNC(=O)c4csc(SC)n4)c(C)o3)cc2)o1
3,NC(=O)c1ccc(C2CCCN2CCn2c(=O)oc3ccccc32)s1 (configuration not stated)
-1,CC(C)c1ccc(NS(=O)(=O)c2ccc3c(c2)C(=O)C(C(=O)NCC2CCCO2)C=N3)cc1 (configuration not stated)
-2,COc1ccc(OCc2nnc(-c3ccccc3)o2)cc1
3,Nc1nc(-c2ccccc2)nn1C(=O)c1cccs1
1,CN(C1=NC(=O)/C(=C2/C(=O)N(C)c3ccc(Br)cc32)S1)c1ccc(Cl)cc1
-8,O=C(Nc1cccc(Cl)c1)C1CCCN1S(=O)(=O)c1cccc2cccnc12 (configuration not stated)
-9,COc1ccccc1OCC(=O)Nc1ccc(S(=O)(=O)N2CCCC2)cc1
-3,COc1ccc(C(=O)NCc2nnc(SCC(=O)Nc3cccc(SC)c3)n2C)cc1
4,COc1cc2nc(SCC(=O)Nc3ccccc3C)n3nc(CCn4c(C)nc5ccccc54)nc3c2cc1OC
-5,Cc1ccc(NC(=O)c2cc3c(=O)n4cccc(C)c4nc3n2C)cc1
4,O=C1NCSC1=NS(=O)(=O)c1ccc([N+](=O)[O-])cc1
1,Cc1ccc(CN2COc3c(Cl)cc4c(-c5ccccc5)cc(=O)oc4c3C2)cc1
-9,C#CCN(Cc1ccco1)C(=O)c1ccccc1OC1CCN(C(=O)COC)CC1
9,CCOc1ccc(-c2cccc(NS(=O)(=O)c3ccc(F)cc3F)c2)nn1
5,CC(C)OC(=O)c1cccc(N=C2NC(=O)/C(=C\c3ccccc3OCC(=O)N3CCOCC3)S2)c1
2,CCOc1cccc(C(=O)Nc2ccc3c(c2)C(=O)c2ccccc2C3=O)c1
2,COc1ccccc1CNC(=O)CN1C(=O)COc2ccc(S(=O)(=O)Nc3ccccc3)cc21
6,O=C(c1ccccc1)N1N=C(c2ccco2)CC1c1cccs1 (configuration not stated)
-4,Cc1cc(C(=O)NCc2ccccc2)ccc1NS(C)(=O)=O
3,C/C(=N\NC(=O)C1=NNC(=O)CC1)c1ccc(Cl)cc1
-4,COc1ccc(NC(=O)c2c(C(=O)Nc3ccccc3)sc3nc(C)cc(=O)n23)cc1
3,CCCNC(=O)N1CCC(N2CCCC(C(=O)NC3CC3)C2)CC1 (configuration not stated)
10,Cc1ccc(SC(=O)C(C)N2C(=O)c3ccccc3C2=O)cc1 (configuration not stated)
-3,CSc1cccc(NC(=O)CC(c2ccc(F)cc2)N2Cc3ccccc3C2=O)c1 (configuration not stated)
7,CCOc1cc(S(=O)(=O)n2cccn2)c(OCC)cc1C
7,CCc1ccc2[nH]c3nc(=S)[nH]nc3c2c1
0,CC(=O)N1CCCC1C(=O)Nc1ccccc1Oc1cccnc1 (configuration not stated)
16,O=C1NC(=S)S/C1=C/c1ccc(F)cc1
-4,O=C(O)CCC(=O)Nc1ccc(N2CCN(c3ccc(Cl)c(Cl)c3)CC2)cc1
6,O=C1CCCC[C@@H]1C(C[N+](=O)[O-])c1ccccc1 (some centres not stated)
0,CC(C)c1ccc(C2Oc3ccccc3C3CC(c4ccccc4)=NN32)cc1 (configuration not stated)
-1,Brc1ccc(-c2nc3n(n2)CCCCC3)cc1
-2,CC1(C)CC(=O)C2C(=Nc3ccc4ccccc4c3C2c2ccccc2OCc2ccccc2)C1 (configuration not stated)
4,CCN(CC)CCOC(=O)C1c2ccccc2Oc2ccccc21
3,CCOC(=O)Cc1ccc(NC(=O)n2ncc3cc(Cl)ccc32)cc1
-3,CCC(O)c1nc2ccccc2n1CC(C)C (configuration not stated)
3,Cc1ccccc1Nc1c(-c2c[nH]c3ccccc23)nc2ccc(Cl)cn12
10,Cc1c(NC(=O)CC(C)C)cccc1-c1nc2cccnc2s1
2,Oc1ccc(C2N3CC4(c5ccccc5)CN2CC(c2ccccc2)(C3)C4O)cc1 (configuration not stated)
0,CC(C)Oc1ccc(C(=O)C2C(=O)C(=O)N(Cc3cccnc3)C2c2ccco2)cc1 (configuration not stated)
4,COc1ccc(-n2ccn(CC(=O)NCc3ccc(C)cc3)c(=O)c2=O)cc1OC
2,O=C(CC(=O)c1cc(Cl)ccc1O)c1ccco1
-1,Cc1cc(CC2=NC(=O)NC2=O)c(C)n1-c1ccc(OCc2ccc(Br)cc2)cc1

In another format: results already given.
molecule,RBX1-CUL1 inh
Cc1ccc(SC(=O)C(C)N2C(=O)c3ccccc3C2=O)cc1 (configuration not stated),10
CSc1cccc(NC(=O)CC(c2ccc(F)cc2)N2Cc3ccccc3C2=O)c1 (configuration not stated),-3
CCOc1cc(S(=O)(=O)n2cccn2)c(OCC)cc1C,7
CCc1ccc2[nH]c3nc(=S)[nH]nc3c2c1,7
CC(=O)N1CCCC1C(=O)Nc1ccccc1Oc1cccnc1 (configuration not stated),0
O=C1NC(=S)S/C1=C/c1ccc(F)cc1,16
O=C(O)CCC(=O)Nc1ccc(N2CCN(c3ccc(Cl)c(Cl)c3)CC2)cc1,-4
O=C1CCCC[C@@H]1C(C[N+](=O)[O-])c1ccccc1 (some centres not stated),6
CC(C)c1ccc(C2Oc3ccccc3C3CC(c4ccccc4)=NN32)cc1 (configuration not stated),0
Brc1ccc(-c2nc3n(n2)CCCCC3)cc1,-1
CC1(C)CC(=O)C2C(=Nc3ccc4ccccc4c3C2c2ccccc2OCc2ccccc2)C1 (configuration not stated),-2
CCN(CC)CCOC(=O)C1c2ccccc2Oc2ccccc21,4
CCOC(=O)Cc1ccc(NC(=O)n2ncc3cc(Cl)ccc32)cc1,3
CCC(O)c1nc2ccccc2n1CC(C)C (configuration not stated),-3
Cc1ccccc1Nc1c(-c2c[nH]c3ccccc23)nc2ccc(Cl)cn12,3
Cc1c(NC(=O)CC(C)C)cccc1-c1nc2cccnc2s1,10
Oc1ccc(C2N3CC4(c5ccccc5)CN2CC(c2ccccc2)(C3)C4O)cc1 (configuration not stated),2
CC(C)Oc1ccc(C(=O)C2C(=O)C(=O)N(Cc3cccnc3)C2c2ccco2)cc1 (configuration not stated),0
COc1ccc(-n2ccn(CC(=O)NCc3ccc(C)cc3)c(=O)c2=O)cc1OC,4
O=C(CC(=O)c1cc(Cl)ccc1O)c1ccco1,2
Cc1cc(CC2=NC(=O)NC2=O)c(C)n1-c1ccc(OCc2ccc(Br)cc2)cc1,-1

(continued)
RBX1-CUL1 inh,molecule
-2,O=C(NC(=S)NC1CC1)c1sc2ccccc2c1Cl
8,C=CCN1C(=O)/C(=C/c2ccc(OCC(=O)OC)c(OC)c2)C(=O)NC1=S
4,Cc1ccc(NC(=O)CCC(=O)N2CCOc3ccccc32)c(Cl)c1
2,CS(=O)(=O)N(CC(=O)N1CCC(Cc2ccccc2)CC1)Cc1ccccc1
1,Cc1oc2ncn(C)c(=O)c2c1C(=O)NCc1ccccc1
-8,O=C1N=C2CC(c3ccccc3)CC(=O)C2C=C1C(=O)Nc1ccc(OC(F)(F)F)cc1 (configuration not stated)
-8,CC(CCc1ccccc1)n1c(=S)[nH]c2cc(Cl)ccc21 (configuration not stated)
10,CCCn1c(=N)c(S(=O)(=O)c2ccc(C)cc2)cc2c(=O)n3cccc(C)c3nc21
7,COc1ccc(NS(=O)(=O)c2ccc3c(c2)CC(C)N3C(=O)C2CCC2)cc1OC (configuration not stated)
3,CCN1CCN(Cc2ccc(NC(=O)Nc3ccccc3Cl)cc2)CC1
-10,CCOC(=O)c1[nH]c(C)c(CCC(=O)N2CCN(c3cc(Cl)ccc3C)CC2)c1C
2,COc1ccccc1C(=O)Nc1ccc(OCc2cc(=O)n3ccsc3n2)cc1
-11,c1ccc(CN2CCN(c3ccc4c(c3)Cc3ccccc3-4)CC2)cc1
-5,CC1=NN(c2c(Cl)cc(Cl)cc2Cl)C(=O)C1C=Nc1ccc(C(=O)N2CCOCC2)cc1 (configuration not stated)
12,CC(C)CCn1c(=O)c2[nH]c(=S)[nH]c2n(CC(C)C)c1=O
-11,CCOc1ccc(Oc2cc(N)cc(NC(=O)c3ccncc3)c2)cc1
8,C=CCn1c(-c2ccncc2)nn(CN2CCN(c3cccc(C(F)(F)F)c3)CC2)c1=S
3,CCN(C(=O)CSc1nnc(C)n2c1cc1occc12)c1ccccc1
-2,O=C(Nc1ccc2c(c1)CN(C(=O)CC1=CCCCC1)CC2)C1CCCO1 (configuration not stated)
-9,CN1CCN(c2ncccc2CNC(=O)C[C@@H]2C[C@@H]3C=C[C@H]2C3)CC1
4,Cc1ccc(C)c(CSc2nnc(C)n3c2cc2sccc23)c1
-9,CC(=O)c1ccc[n+](CC(=O)C(C)(C)C)c1
12,CC(C)C(=O)Nc1ccc(C(=O)Nc2cc(C(F)(F)F)ccc2Cl)cc1
0,COc1ccc2c(c1)S(=O)Cc1ccccc1C2=O (configuration not stated)
-6,CC(=O)N1CCc2cc(Br)cc(S(=O)(=O)N3CCN(c4cccc(C(F)(F)F)c4)CC3)c21
7,CSCCCNC(=O)CC1C(=O)NCCN1Cc1c(F)cccc1Cl (configuration not stated)
17,Fc1ccc(-c2n[nH]c3c2CN(C2CCSC2)CC3)cc1F (configuration not stated)
-4,CCOc1cc(C)ccc1S(=O)(=O)NC1CC(C)(C)NC(C)(C)C1
2,Cc1ccccc1-c1nc2cc(NC(=O)Cc3ccc(Cl)cc3)ccc2o1
8,CN(CC(=O)NC1CCCCCC1)C1CCCCC1
4,Cc1cc(C)c(C)c(S(=O)(=O)NCC(=O)NCc2ccco2)c1C
6,Cc1cccc(C(=O)N2CCN(c3ccccc3C)CC2)c1
-4,O=C(NCCc1ccccc1)C1CCCN(C2CCN(C(=O)c3ccco3)CC2)C1 (configuration not stated)
-2,COc1ccc(-c2noc(C(=O)NC(C)C)n2)cc1OC
-9,Cc1ccc(NC(=O)CSc2nnc(-c3nnn(-c4ccc(F)cc4)c3C)o2)cc1Br
-7,CCN1CCN(CC(O)COc2cccc(CNCCN3CCOC3=O)c2)CC1 (configuration not stated)
7,COc1cccc(C(=O)N2CCN(Cc3nc(-c4ccc(C)s4)oc3C)CC2)c1
0,CCC12CN3CC(CC)(CN(C1)C3C1C(=O)NC(=O)N=C1C)C2=O (configuration not stated)
-3,Cc1cc(C)c2c(=O)cc(C(=O)Nc3sc4c(c3C(=O)NCc3cccnc3)CCCC4)oc2c1
-10,COc1ccc(OC)c2nc3c(cc12)c(=O)oc1ccccc13
-6,O=C1Cc2ccccc2Sc2c(OCCN3CCCCC3)cccc21
-5,Cc1nn2c(-c3ccco3)ccnc2c1-c1ccc(F)cc1
-1,COC(=O)c1cc(N=CC2C(=O)N(c3ccc(Br)c(C)c3C)N=C2C)ccc1Cl (configuration not stated)
-7,Nc1nc(-c2ccccn2)cc2ccccc12
9,COc1ccccc1OC1CCN(C(=O)Cn2nnnc2CN(C)C(C)C)CC1
5,COc1cc(OC)c(NS(=O)(=O)c2cc3c(cc2C)N(C(C)=O)CCO3)cc1Cl
-8,CCc1noc(C)c1C(=O)Nc1ccccc1C(F)(F)F
9,COc1ccc(NC(=O)N2CCc3c([nH]c4ccc(OC)cc34)C2c2ccc(OC)cc2)cc1 (configuration not stated)
-6,CCc1ccccc1NC(=O)Nc1cc(C(=O)NCc2ccccc2OC)ccc1N1CCCC1
-4,CC#CCN1C(=O)NC(CCc2ccccc2)(C2CCN(C(=O)C#CC)CC2)C1=O (configuration not stated)
-2,CCOc1ccc(NC(=O)C(C)NS(=O)(=O)c2cc(C)ccc2C)cc1 (configuration not stated)
10,COc1ccc(NCC(O)Cn2cnc3c2c(=O)n(C)c(=O)n3C)cc1 (configuration not stated)
-10,Cc1ccc(-n2c(=O)c3sc4ccccc4c3n(C)c2=O)cc1F
-4,O=C(Cc1ccc(Cl)cc1)Nc1cc(Cl)cc(Cl)c1
-6,CCCCN(CC)CCNC(=O)Cn1cnc2sc(C)c(S(=O)(=O)N3CCC(C)CC3)c2c1=O
-5,O=C(CCCn1c(=O)c2cccn2c2cccnc21)NCc1ccccc1Br
-13,O=C1NN(c2ccccc2)C(=O)/C1=C/c1ccc(OCc2ccccc2)cc1
-7,CCOC(=O)C1=C(CSc2nc3c(cc2C#N)CN(C)CC3)OC(=N)C(C#N)C1c1ccc(Cl)cc1 (configuration not stated)
-4,Cc1ccc(NC(=O)COc2ccc(C3C4=C(CC(C)(C)CC4=O)N(CC(=O)O)C4=C3C(=O)CC(C)(C)C4)cc2Cl)cc1Cl
-6,Cc1c(Cl)cccc1NC(=O)CC1NC2CCCCC2NC1=O (configuration not stated)

(further entries)
RBX1-CUL1 inh,molecule
-3,Nc1nc(SCCc2ccccc2)nc2sc3c(c12)CCC3
0,CC1(C)C(C=C(Cl)Cl)C1C(=O)Nc1nnc(SCc2ccccc2F)s1 (configuration not stated)
-6,CCc1ccc(OCC(=O)N(Cc2ccc(C)o2)C2CCS(=O)(=O)C2)cc1 (configuration not stated)
-2,COCCCNc1nc(NCc2ccc(C)cc2)c2cnn(C)c2n1
8,O=C1C(=O)N(CCc2c[nH]c3ccccc23)C(c2cccc(F)c2)C1C(=O)c1ccccc1 (configuration not stated)
8,O=C(NC1CCCCC1)c1ccc(CSc2nc3cccnc3n2Cc2ccc(F)cc2)cc1
3,C=CCn1c(SCC(=O)NC(=O)NC)nc2sc3c(c2c1=O)CCN(C(=O)OCC)C3
0,COC(=O)C(C)c1cccc(C(=O)c2ccccc2)c1 (configuration not stated)
0,COc1cccc(NC(=O)Cn2c(=O)n(-c3ccccc3)c(=O)c3ccc(C(=O)NCc4ccc5c(c4)OCO5)cc32)c1
5,CC(C)c1ccccc1OCC(=O)Nc1cc(Cl)cc(Cl)c1
4,CC(=O)NNC(=S)NC(=O)c1ccccc1
2,CS(=O)(=O)N1CCc2onc(-c3ccc(-c4ccccc4)cc3)c2C1
-4,CCOC(=O)c1ccc(N2C(=O)c3n[nH]c(C)c3C2c2ccc(O)c(OC)c2)cc1 (configuration not stated)
